CIT2-GFP yeast: yeast TOR pathway CIT2-GFP modulation | GFP response vs DMSO, % at 10 µM | hit rate 0.065% among 320,000 | AID 2029 | S. cerevisiae CIT2-GFP strain, flow cytometry, 3 h; 100 means same as DMSO wells;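 active = GFP response relative to DMSO above a set limit, near the screen mean plus 3 SD, cut at about 150% in these data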;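 also: ratio of well median GFP fluorescence to mean of DMSO wells on the plate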
MEP2 TOR yeast: modulators of TOR pathway MEP2-GFP in S. cerevisiae | S. cerevisiae MEP2-GFP strain, flow cytometry GFP, 3 h; 100% = DMSO control level | GFP response vs DMSO, % at 10 µM | AID 2016 | hit rate 0.51% among 330,000;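 active = GFP response versus DMSO above a set limit, roughly screen mean plus 3 SD, cut at about 180% in these data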;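 also: median GFP fluorescence of the barcode-gated MEP2-GFP cells per well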
LAP4 TOR yeast: yeast TOR pathway LAP4-GFP modulation. S. cerevisiae LAP4-GFP multiplex, flow cytometry GFP, 3 h; median GFP as percent of DMSO wells. GFP response vs DMSO, % at 10 µM. hit rate 0.34% among 320,000. AID 2023;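 active = GFP response vs DMSO above a set limit, about the screen mean plus 3 SD, cut at about 150% in these data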
AGP1 TOR yeast: yeast TOR pathway AGP1-GFP modulation; AID 2066; S. cerevisiae AGP1-GFP multiplex flow cytometry, 3 h; GFP as percent of DMSO wells; hit rate 0.02% among 320,000; GFP response vs DMSO, % at 10 µM;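 active = GFP response relative to DMSO above a set limit, near screen average plus 3 SD, cut at about 150% in these data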;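 also: median GFP channel fluorescence of the gated AGP1 strain per well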
VLA-4 inh: inhibition in a human VLA-4 binding assay | inhibition, % (about 7 µM as worked out from the volumes in the protocol) | VLA-4 expressing cells, ligand binding flow cytometry | hit rate 0.2% among 330,000; in the data active = inhibition above about 50%
GASC-1 inh: blocks human GASC-1 demethylase activity; GST-JMJD2C(1-420) H3K9me3 demethylation, DELFIA europium; inhibition, % at 2.35 µM; hit rate 0.069% among 330,000; Q9H3R0; AID 2099;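 active = more than half of a compound's replicate wells show inhibition beyond 50%, single wells judged on their own value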;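 also: signal counts dimethyl H3K9 product captured on neutravidin plate; 0% = median of DMSO wells and 100% = 0.3 times that DMSO median; strong numbers were not always called active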
RPL19A-GFP yeast: modulators of TOR pathway RPL19A-GFP in S. cerevisiae; AID 2025; S. cerevisiae RPL19A-GFP strain, flow cytometry, 3 h; stronger effect = lower value; percent response vs DMSO, % at 10 µM; hit rate 0.3% among 330,000;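 active = percent response vs DMSO below 50%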;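 also: median channel GFP fluorescence of the barcoded RPL19A-GFP strain; ratio of sample median GFP to plate DMSO average so 100% = DMSO; lower means less RPL19A-GFP as with rapamycin TOR inhibition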
GRK2 inh: blocks RNA aptamer binding to human GRK2 | hit rate 0.59% among 330,000 | inhibition of aptamer binding, % at 10 µM | P25098 | bead flow cytometry, FAM-aptamer displacement from GRK2;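 active = inhibition of aptamer binding above 40%, roughly 3 SD of noise, on plates passing a quality check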;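 also: median bead fluorescence of bound FAM aptamer so fluorescent compounds give negative values; no value below 0 was filed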
Target sequence (P25098 whole entry, looked up): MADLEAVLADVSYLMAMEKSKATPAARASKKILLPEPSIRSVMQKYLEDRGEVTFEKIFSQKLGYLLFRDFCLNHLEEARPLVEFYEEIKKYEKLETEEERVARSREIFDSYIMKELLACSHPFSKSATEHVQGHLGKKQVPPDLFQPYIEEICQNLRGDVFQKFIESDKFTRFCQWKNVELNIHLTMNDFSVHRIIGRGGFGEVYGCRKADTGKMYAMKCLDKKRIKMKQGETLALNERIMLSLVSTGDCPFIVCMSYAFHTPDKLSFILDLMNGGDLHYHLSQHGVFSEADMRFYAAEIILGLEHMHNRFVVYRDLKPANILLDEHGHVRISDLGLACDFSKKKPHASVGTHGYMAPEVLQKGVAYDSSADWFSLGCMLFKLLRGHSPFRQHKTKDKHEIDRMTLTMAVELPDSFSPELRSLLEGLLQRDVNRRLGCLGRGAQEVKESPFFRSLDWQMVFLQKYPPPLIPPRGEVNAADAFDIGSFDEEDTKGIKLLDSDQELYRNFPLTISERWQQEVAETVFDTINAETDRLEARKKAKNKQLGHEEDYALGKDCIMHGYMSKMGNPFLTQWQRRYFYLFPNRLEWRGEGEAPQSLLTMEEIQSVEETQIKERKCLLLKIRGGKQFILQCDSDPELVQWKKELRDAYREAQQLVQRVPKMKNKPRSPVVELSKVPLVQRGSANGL
Active calls of the source: *.

For CCc1ccc(-c2cc(C(=O)Nn3cnnc3)c3ccccc3n2)cc1 the results were CIT2-GFP yeast 99, MEP2 TOR yeast 102, LAP4 TOR yeast 108, AGP1 TOR yeast 105, VLA-4 inh -7, GASC-1 inh 4, RPL19A-GFP yeast 105 and GRK2 inh 3.
O=c1c2[nH]c3ccccc3c2ncn1CCC1=CCCCC1 was read as MEP2 TOR yeast 100, LAP4 TOR yeast 88, AGP1 TOR yeast 96, VLA-4 inh 8, GASC-1 inh 7, RPL19A-GFP yeast 93 and GRK2 inh 0.
For CCOC(=O)c1ccc2c(c1)nc(-c1ccccn1)n2CC the results were CIT2-GFP yeast 94, MEP2 TOR yeast 102, LAP4 TOR yeast 89, AGP1 TOR yeast 86, VLA-4 inh 9, GASC-1 inh 6, RPL19A-GFP yeast 98 and GRK2 inh 1.
O=[N+]([O-])c1cccc(/C=N\N2CCN(c3ccc(Cl)cc3)CC2)c1 was read as CIT2-GFP yeast 97, MEP2 TOR yeast 101, LAP4 TOR yeast 108, VLA-4 inh 19, RPL19A-GFP yeast 101 and GRK2 inh 1.
`COC(=O)c1cccc(COC(=O)CNC(=O)c2ccco2)c1` gave CIT2-GFP yeast 95, MEP2 TOR yeast 97, LAP4 TOR yeast 102, AGP1 TOR yeast 99, VLA-4 inh 6, GASC-1 inh 1, RPL19A-GFP yeast 101 and GRK2 inh 0.
For COC(=O)c1ccc(NC(=O)c2ccc3nsnc3c2)cc1 the results were CIT2-GFP yeast 106, MEP2 TOR yeast 104, LAP4 TOR yeast 101, AGP1 TOR yeast 96, VLA-4 inh -11, GASC-1 inh -24, RPL19A-GFP yeast 101 and GRK2 inh 1.
For CC(C)Oc1ccccc1C1CC(=O)Nc2cc3c(cc21)OCCO3 (stereo not drawn) the results were CIT2-GFP yeast 95, MEP2 TOR yeast 104, LAP4 TOR yeast 98, AGP1 TOR yeast 97, VLA-4 inh 16, GASC-1 inh -3, RPL19A-GFP yeast 101 and GRK2 inh 2.
Screening O=S(=O)(Nc1ccc2c(c1)OCO2)c1cccs1 returned CIT2-GFP yeast 96, MEP2 TOR yeast 89, LAP4 TOR yeast 94, AGP1 TOR yeast 83, VLA-4 inh 4, GASC-1 inh 3, RPL19A-GFP yeast 96 and GRK2 inh 4.
For O=C(/C=C/c1ccco1)Nc1ccc2nn(-c3ccccc3)nc2c1 the results were CIT2-GFP yeast 95, MEP2 TOR yeast 93, LAP4 TOR yeast 109, AGP1 TOR yeast 90, VLA-4 inh -8, GASC-1 inh -8, RPL19A-GFP yeast 93 and GRK2 inh 4.
For O=C(O)CC1(CC(=O)Nc2ccc3c(c2)OCCCO3)CCCCC1 the results were MEP2 TOR yeast 94, VLA-4 inh 5, GASC-1 inh 17, RPL19A-GFP yeast 105 and GRK2 inh 3.
`Oc1ccc(F)c2cccnc12` gave CIT2-GFP yeast 108, MEP2 TOR yeast 103, LAP4 TOR yeast 100, AGP1 TOR yeast 100, VLA-4 inh 2, GASC-1 inh -5, RPL19A-GFP yeast 98 and GRK2 inh 3.
CCn1c(SCC(=O)Nc2cc(C)on2)nc2c([nH]c3ccccc32)c1=O was read as CIT2-GFP yeast 100, MEP2 TOR yeast 97, LAP4 TOR yeast 97, AGP1 TOR yeast 100, VLA-4 inh -2, GASC-1 inh -2, RPL19A-GFP yeast 96 and GRK2 inh 2.
For COC(=O)c1ccc(COc2ccc(/C=N/NC(=O)C(=O)Nc3ccc(OC)cc3)cc2OC)o1 the results were CIT2-GFP yeast 101, MEP2 TOR yeast 102, LAP4 TOR yeast 106, AGP1 TOR yeast 107, VLA-4 inh -27, GASC-1 inh 6, RPL19A-GFP yeast 97 and GRK2 inh 0.
`CCOC(=O)c1c(C)n2c3c(cc(C)cc13)CCC2` gave CIT2-GFP yeast 92, MEP2 TOR yeast 94, LAP4 TOR yeast 95, AGP1 TOR yeast 92, VLA-4 inh 30, GASC-1 inh -2, RPL19A-GFP yeast 101 and GRK2 inh 86*.
Screening CC1CCN(c2ccccc2NC(=O)c2ccc([N+](=O)[O-])o2)CC1 returned CIT2-GFP yeast 100, MEP2 TOR yeast 102, LAP4 TOR yeast 94, AGP1 TOR yeast 101, VLA-4 inh 9, GASC-1 inh -15, RPL19A-GFP yeast 102 and GRK2 inh 1.
COc1ccc(-c2nc(CCNC(=O)c3ccco3)cs2)cc1OC was read as CIT2-GFP yeast 124, MEP2 TOR yeast 100, LAP4 TOR yeast 110, AGP1 TOR yeast 103, VLA-4 inh -16, GASC-1 inh 10, RPL19A-GFP yeast 99 and GRK2 inh 4.
O=C(Nc1ccc(Oc2ccccc2)nc1)C1CCCCN1Cc1ccco1 (stereo not drawn) was read as CIT2-GFP yeast 91, MEP2 TOR yeast 97, LAP4 TOR yeast 98, AGP1 TOR yeast 98, VLA-4 inh 4, GASC-1 inh 10, RPL19A-GFP yeast 96 and GRK2 inh 1.
Screening CCN(CC)CCn1c(NCc2nc3ccccc3n2Cc2ccccc2)nc2ccccc21 returned CIT2-GFP yeast 105, MEP2 TOR yeast 103, LAP4 TOR yeast 97, AGP1 TOR yeast 104, VLA-4 inh 7, GASC-1 inh 34, RPL19A-GFP yeast 100 and GRK2 inh 0.
Screening O=C(COC(=O)C1CCN(S(=O)(=O)c2cccs2)CC1)Nc1ccc(F)cc1F returned CIT2-GFP yeast 101, MEP2 TOR yeast 107, LAP4 TOR yeast 107, AGP1 TOR yeast 103, VLA-4 inh 1, GASC-1 inh -4, RPL19A-GFP yeast 100 and GRK2 inh 0.
Screening COc1ccc(NC(=O)COC(=O)c2ccc(-n3nc(C)cc3C)cc2)cc1OC returned CIT2-GFP yeast 100, MEP2 TOR yeast 117, LAP4 TOR yeast 105, AGP1 TOR yeast 99, VLA-4 inh 11, GASC-1 inh 3, RPL19A-GFP yeast 101 and GRK2 inh 1.
Cc1ccc(NC(=O)C(C)N2C(=O)C3CC=C(Cl)CC3C2=O)cc1 (stereo not drawn) was read as CIT2-GFP yeast 95, MEP2 TOR yeast 100, LAP4 TOR yeast 100, AGP1 TOR yeast 101, VLA-4 inh -8, GASC-1 inh -7, RPL19A-GFP yeast 95 and GRK2 inh 1.
Screening Cc1cnc(C(=O)Nc2nnc(C)s2)cn1 returned CIT2-GFP yeast 95, MEP2 TOR yeast 99, LAP4 TOR yeast 92, AGP1 TOR yeast 96, VLA-4 inh 4, GASC-1 inh 3, RPL19A-GFP yeast 99 and GRK2 inh 24.
Cc1ccc(Nc2cc(C)nc3ncnn23)c(Cl)c1 was read as CIT2-GFP yeast 108, MEP2 TOR yeast 117, LAP4 TOR yeast 108, AGP1 TOR yeast 107, VLA-4 inh 5, GASC-1 inh -1, RPL19A-GFP yeast 104 and GRK2 inh 0.
O=S(=O)(NCC(O)c1ccccc1)c1ccc(-c2ccccn2)s1 (stereo not drawn) was read as CIT2-GFP yeast 91, MEP2 TOR yeast 95, LAP4 TOR yeast 108, AGP1 TOR yeast 99, VLA-4 inh 17, GASC-1 inh -4, RPL19A-GFP yeast 95 and GRK2 inh 0.
For Cc1ccc(-c2nc(N)c3c(-c4ccc(C)cc4)nn(C(C)(C)C)c3n2)cc1 the results were CIT2-GFP yeast 95, MEP2 TOR yeast 100, LAP4 TOR yeast 98, AGP1 TOR yeast 96, VLA-4 inh 15, GASC-1 inh 49, RPL19A-GFP yeast 101 and GRK2 inh 1.
`COC(=O)c1ccc(NC(=O)c2cc(Cl)ccc2OC)cc1` gave CIT2-GFP yeast 85, MEP2 TOR yeast 106, LAP4 TOR yeast 119, AGP1 TOR yeast 100, VLA-4 inh 17, GASC-1 inh -3, RPL19A-GFP yeast 99 and GRK2 inh 0.
Screening O=C(Sc1ccc(Cl)cc1)c1ccccn1 returned MEP2 TOR yeast 104, VLA-4 inh 1, GASC-1 inh -9, RPL19A-GFP yeast 97 and GRK2 inh 2.
Screening COc1ccc(NC(=O)/C(=C/c2ccc(OC(C)=O)c(OC)c2)NC(C)=O)cc1 returned CIT2-GFP yeast 91, MEP2 TOR yeast 98, LAP4 TOR yeast 91, AGP1 TOR yeast 92, VLA-4 inh 17, GASC-1 inh 11, RPL19A-GFP yeast 101 and GRK2 inh 0.
For CCN(CC(=O)Nc1ccccc1OC)C(=O)c1ccc(NS(=O)(=O)c2ccc(C(C)=O)cc2)cc1 the results were CIT2-GFP yeast 94, MEP2 TOR yeast 113, LAP4 TOR yeast 110, AGP1 TOR yeast 111, VLA-4 inh -3, GASC-1 inh 4, RPL19A-GFP yeast 89 and GRK2 inh 3.
CCCc1nc2nc(C)c(NS(=O)(=O)c3ccc([N+](=O)[O-])cc3)c(=O)n2[nH]1 was read as CIT2-GFP yeast 100, MEP2 TOR yeast 110, LAP4 TOR yeast 92, AGP1 TOR yeast 98, VLA-4 inh 0, GASC-1 inh -10, RPL19A-GFP yeast 102 and GRK2 inh 2.
Screening Cc1ccc(-n2nnc(-c3nccs3)n2)cc1 returned CIT2-GFP yeast 70, MEP2 TOR yeast 97, LAP4 TOR yeast 134, AGP1 TOR yeast 72, VLA-4 inh 5, GASC-1 inh -7, RPL19A-GFP yeast 93 and GRK2 inh 1.
Screening O=C(CSc1nnc2ccc(-c3ccc(F)cc3)nn12)N1CCCC1 returned CIT2-GFP yeast 90, MEP2 TOR yeast 116, LAP4 TOR yeast 97, AGP1 TOR yeast 92, VLA-4 inh -10, GASC-1 inh 7, RPL19A-GFP yeast 92 and GRK2 inh 0.
For CNNC(=O)C(C)NC(=O)c1ccc(Br)cc1 (stereo not drawn) the results were CIT2-GFP yeast 95, MEP2 TOR yeast 104, LAP4 TOR yeast 93, AGP1 TOR yeast 101, VLA-4 inh 1, GASC-1 inh -16, RPL19A-GFP yeast 98 and GRK2 inh 0.
For Cc1cnc(C(=O)OC(C)C(=O)NCc2ccccc2)cn1 (stereo not drawn) the results were CIT2-GFP yeast 101, MEP2 TOR yeast 104, LAP4 TOR yeast 109, AGP1 TOR yeast 119, VLA-4 inh 9, GASC-1 inh -4, RPL19A-GFP yeast 104 and GRK2 inh 0.

Structures listed so far with a Cl atom, in the order listed:
O=[N+]([O-])c1cccc(/C=N\N2CCN(c3ccc(Cl)cc3)CC2)c1 was read as CIT2-GFP yeast 97, MEP2 TOR yeast 101, LAP4 TOR yeast 108, VLA-4 inh 19, RPL19A-GFP yeast 101 and GRK2 inh 1.
Cc1ccc(NC(=O)C(C)N2C(=O)C3CC=C(Cl)CC3C2=O)cc1 (stereo not drawn) was read as CIT2-GFP yeast 95, MEP2 TOR yeast 100, LAP4 TOR yeast 100, AGP1 TOR yeast 101, VLA-4 inh -8, GASC-1 inh -7, RPL19A-GFP yeast 95 and GRK2 inh 1.
Cc1ccc(Nc2cc(C)nc3ncnn23)c(Cl)c1 was read as CIT2-GFP yeast 108, MEP2 TOR yeast 117, LAP4 TOR yeast 108, AGP1 TOR yeast 107, VLA-4 inh 5, GASC-1 inh -1, RPL19A-GFP yeast 104 and GRK2 inh 0.
`COC(=O)c1ccc(NC(=O)c2cc(Cl)ccc2OC)cc1` gave CIT2-GFP yeast 85, MEP2 TOR yeast 106, LAP4 TOR yeast 119, AGP1 TOR yeast 100, VLA-4 inh 17, GASC-1 inh -3, RPL19A-GFP yeast 99 and GRK2 inh 0.
Screening O=C(Sc1ccc(Cl)cc1)c1ccccn1 returned MEP2 TOR yeast 104, VLA-4 inh 1, GASC-1 inh -9, RPL19A-GFP yeast 97 and GRK2 inh 2.

Screens: PubChem BioAssay, several laboratories

Outcome played no part in choosing rows. Share with any hit: about 1.7%.
